TCR-CD3 inh – human TCR-CD3 binding inhibition; TAMRA-labeled TCR probe fluorescence, biochemical; inhibition, % at 9.4 µM; 360,000 compounds, 0.37% hits; AID 651800; in the data active = inhibition above about 19%;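 note: recombinant mutant TCR 2C K166C tagged with TAMRA read by polarization; 0% = receptor in buffer alone and 100% = receptor with positive control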
UHRF1 binding – blocks human UHRF1 binding to methylated DNA | Q96T88 | UHRF1 binding to methylated oligo, TR-FRET | inhibition, % at 4.4 µM | 370,000 compounds, 0.75% hits | AID 687016; in the data active = inhibition above about 21%;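 note: UHRF1 SRA domain binding a hemimethylated CpG hairpin DNA probe; 0% = median of test compound wells and 100% = reference inhibitor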
HTRA1 inh – inhibitors of human serine peptidase HTRA1 | inhibition, % at 5.96 µM | recombinant HTRA1, FP-rhodamine activity-based probe, fluorescence polarization | AID 504803 | 340,000 compounds, 0.5% hits; in the data active = inhibition above about 36%;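 note: 0% = enzyme with DMSO and 100% = wells lacking enzyme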
SIAE primary – human SIAE inhibition, primary screen; Q9HAT2; SIAE FP-Rh probe binding, fluorescence polarization; inhibition, % at 9.66 µM; 370,000 compounds, 0.69% hits; AID 1053197;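 active = inhibition above a cutoff: mean of compounds within the control limits plus 3 SD of those, cut at about 17% in these data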;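 note: 0% = plate median of compound wells and 100% = probe without SIAE protein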
Target sequence (Q9HAT2 whole entry, looked up): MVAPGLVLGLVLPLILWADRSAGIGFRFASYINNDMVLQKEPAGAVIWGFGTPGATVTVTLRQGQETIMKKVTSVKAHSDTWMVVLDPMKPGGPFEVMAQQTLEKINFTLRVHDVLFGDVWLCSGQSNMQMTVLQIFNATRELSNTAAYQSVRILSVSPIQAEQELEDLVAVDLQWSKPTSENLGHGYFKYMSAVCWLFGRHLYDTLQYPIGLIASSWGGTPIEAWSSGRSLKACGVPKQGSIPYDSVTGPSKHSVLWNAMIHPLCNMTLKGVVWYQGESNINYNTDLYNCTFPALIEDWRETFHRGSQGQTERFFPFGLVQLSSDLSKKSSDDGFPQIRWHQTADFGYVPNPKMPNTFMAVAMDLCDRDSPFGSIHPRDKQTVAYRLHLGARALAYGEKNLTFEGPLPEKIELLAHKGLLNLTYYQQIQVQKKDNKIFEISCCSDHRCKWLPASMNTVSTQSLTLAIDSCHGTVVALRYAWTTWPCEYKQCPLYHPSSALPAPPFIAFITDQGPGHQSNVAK
DDE Tn7 FP inh – inhibitors of Tn7 peptide binding to human fibrin DD(E); P02675; FP displacement of FITC-Tn7 peptide from fibrin DD(E); 0% = median of compound wells per plate; inhibition, % at 8.3 µM; 370,000 compounds, 0.13% hits; AID 720508;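 active = inhibition above the mean of compounds falling within the control limits plus 3 SD of them, cut at about 14% in these data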;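 note: 0% = plate median of compound wells and 100% = 10 µM Aha-Tn7 peptide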
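Also added: labelled Tn7 tracer, 0.1 µM; Assay system: human fibrin DD(E) protein; Amount: 2 µM fibrin DD(E); Schedule: 10 min compound pre-incubation, 3 h probe incubation at room temperature; Repeats: one replicate per compound; Read-out basis: percent inhibition; Measured by: fluorescence polarization of the labelled Tn7 tracer.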
PG9 Ab binder – binds the HIV-1 gp120 antibody PG9; TR-FRET gp120-PG9 antibody binding; 360,000 compounds, 0.43% hits; AID 624416; inhibition, % at 6.7 µM; in the data active = inhibition above about 8.5%
PRMT1 inh – PRMT1 (human) inhibition, primary screen. Q99873. recombinant PRMT1, activity-based probe fluorescence polarization. inhibition, % at 2.79 µM. 370,000 compounds, 1.3% hits. AID 652257;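 active = inhibition above about 21% made by adding two undisclosed values, limit read from the data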
TDP2 inh – TDP2 (human) inhibition, absorbance primary screen | AID 720702 | O95551 | 370,000 compounds, 0.34% hits | recombinant TDP2, T5PNP hydrolysis, p-nitrophenol absorbance 415 nm | inhibition, % at 12.8 µM;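 active = inhibition above the mean of all tested compounds plus 3 SD, set per campaign, cut at about 25% in these data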;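 note: 0% = DMSO with enzyme and 100% = buffer with substrate but no TDP2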
Target sequence (O95551 whole entry, looked up): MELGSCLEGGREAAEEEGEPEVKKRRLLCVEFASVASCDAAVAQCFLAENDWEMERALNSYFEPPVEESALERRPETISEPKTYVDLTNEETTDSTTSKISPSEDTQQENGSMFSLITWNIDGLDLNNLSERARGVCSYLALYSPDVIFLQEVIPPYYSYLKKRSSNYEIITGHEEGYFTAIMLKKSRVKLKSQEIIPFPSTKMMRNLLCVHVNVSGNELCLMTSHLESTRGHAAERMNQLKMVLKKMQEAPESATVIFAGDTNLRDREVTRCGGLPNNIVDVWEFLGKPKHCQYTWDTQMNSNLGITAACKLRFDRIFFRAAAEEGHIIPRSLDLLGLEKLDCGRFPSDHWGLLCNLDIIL
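Material: recombinant human TDP2; quantity: TDP2 enzyme at 120 nM final; medium: Tris-HCl pH 7.5 with MgCl2; compound: single concentration, 12.8 µM nominal, with 1% DMSO; incubation: 2 h enzyme incubation at 37 °C; signal: epi absorbance; measure: percent inhibition; benchmarks: high control without enzyme, low control DMSO plus TDP2; repeats: singlicate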
LEDGF integ inh – blocks HIV-1 LEDGF/p75-dependent DNA integration. 370,000 compounds, 0.64% hits. inhibition, % at 3.7 µM. TR-FRET IN-LEDGF/p75 DNA integration, Eu/Cy5;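 active = inhibition above the screen-wide mean plus 3 SD, cut at about 13% in these data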;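 note: signal is the Cy5 over europium emission ratio at 671 and 618 nm; 0% = plate median of compound wells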
ABHD4 inh – inhibitors of mouse ABHD4; Q8VD66; purified mABHD4, FP-Rh probe fluorescence polarization; inhibition, % at 8.92 µM; 370,000 compounds, 0.54% hits; AID 720543;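 active = inhibition exceeding the mean over every tested compound plus 3 SD, cut at about 30% in these data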;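 note: 0% = plate median of compound wells and 100% = S159A mutant with DMSO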
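assay system = mABHD4 protein | compound dosing = single nominal dose of 8.92 µM, 0.89% DMSO final | read-out basis = percent inhibition of probe binding, normalized to plate controls | schedule = Enzyme–compound pre-incubation 45 min, then probe 60 min, both 25 °C | detection = fluorescence polarization, excitation 525 nm, emission 598 nm, BODIPY TMR filters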
The depositor's hits bear a star; · = not tested or not shown. Compounds as they come (roughly 4.2% active in at least one column).

#	Molecule	TCR-CD3 inh	UHRF1 binding	HTRA1 inh	SIAE primary	DDE Tn7 FP inh	PG9 Ab binder	PRMT1 inh	TDP2 inh	LEDGF integ inh	ABHD4 inh
1	O=S(=O)(c1c(F)cccc1F)N1CCN(C(=S)NCc2ccc3c(c2)OCO3)CC1	3.5	0.8	-15.3	-4.3	-6.9	-1.5	0.7	-1.7	7.0	-10.4
2	Cn1c(NC(=O)c2cccc(Cn3cc(Cl)cn3)c2)nc2ccccc21	4.3	2.7	-0.4	-5.2	-5.0	50.8*	-0.8	-0.5	1.7	-1.3
3	Cc1ccc(C(=O)Nc2ccc3[nH]c(=O)[nH]c3c2)c(C)c1	0.3	1.1	-1.0	-1.2	-0.9	-0.3	-1.8	4.5	-1.4	-0.7
4	Cc1ccc(CNC(=O)C(NS(=O)(=O)c2cccc3nsnc23)C(C)C)cc1 (stereo not given)	3.3	-3.3	-1.0	-2.1	-2.4	-2.2	-9.0	-1.4	3.7	-2.5
5	C=CCNC(=O)CC(=O)N/N=C/c1ccccc1F	0.1	5.2	-1.9	-2.6	-2.8	-1.1	-1.5	-3.0	2.2	-4.2
6	COc1cc(C(=O)NCC(=O)OCc2ccc(F)cc2)cc(OC)c1OC	4.9	8.8	3.4	-0.6	-5.3	-2.4	-6.1	2.9	-2.3	3.6
7	COc1ccc(C(C)=NOC(=O)c2c(-c3ccccc3Cl)noc2C)cc1CN1CCOCC1	3.4	-0.3	-8.2	4.4	0.7	-1.3	-6.3	3.5	2.7	3.7
8	c1ccc2c3c(c(CN4CCCCC4)cc2c1)COC3	9.5	-0.1	·	-1.9	3.1	-0.3	-3.0	2.9	-4.0	-3.3
9	CC(=O)c1ccc(NC(=O)C(C)OC(=O)C(C)Oc2cccc(C)c2)cc1 (stereo not given)	-5.0	0.9	-3.6	3.6	-3.2	0.2	-2.6	4.1	4.2	4.4
10	c1ccc2sc(N3CCOCC3)nc2c1	2.6	-0.2	2.1	-2.5	1.1	-0.9	-0.8	-0.9	-1.5	-4.5
11	Cc1c(NC(=O)C(=O)/C=C(\O)c2ccc(Br)cc2)c(=O)n(-c2ccccc2)n1C	5.5	0.1	-0.7	7.0	-3.1	-0.5	1.5	-2.1	2.8	7.5
12	Cc1cc(C)c2oc(=O)cc(CN3CCN(Cc4ccccc4)CC3)c2c1	4.2	-1.5	-4.1	2.1	4.6	-0.1	-5.8	-1.5	0.6	-0.3
13	CCC(CC)C(=O)NCCc1ccc(OC)c(OC)c1	-4.2	6.1	4.2	-6.4	3.1	3.6	2.9	-18.1	-2.5	-15.0
14	CN(C)CCOCCOc1ccc(Cl)c2ccccc12	-2.4	-0.9	7.6	-3.7	8.1	0.4	0.2	13.7	-5.1	13.1
15	COc1cc2c(cc1OC)CN(Cc1cc(=O)n3c(-c4ccccc4)csc3n1)CC2	1.4	-4.4	-6.8	-0.4	-1.7	1.6	6.6	3.6	2.5	1.5
16	C[N+]1(C)CC2([N+](=O)[O-])CC=C(Oc3ccccc3)C([N+](=O)[O-])(C2)C1 (stereo not given)	5.8	-4.6	5.4	4.6	1.7	-0.2	-4.5	2.8	-2.1	-3.9
17	O=C(COc1ccccc1)NC1CCSC1=O (stereo not given)	7.5	-0.6	8.1	2.4	4.4	-0.4	-0.1	1.5	1.8	1.7
18	COc1ccc2c3c([nH]c2c1)C(C)N(CCC(=O)NN)CC3 (stereo not given)	1.7	-2.4	7.8	-2.4	8.6	-2.1	0.7	-12.5	-4.0	5.1
19	O=C(O)COc1ccc(S(=O)(=O)NCCc2ccccc2)cc1	-5.0	0.6	2.9	-1.7	6.9	-1.2	5.0	4.7	0.4	-4.6
20	CC(=O)N1CCOc2ccc(S(=O)(=O)NCCc3ccc(Cl)cc3)cc21	3.2	-1.4	-1.9	-1.4	-0.9	3.3	-3.3	-5.5	1.2	-3.7
21	O=C(OCCCc1cc2ccccc2c(=O)o1)c1ccco1	-0.7	-2.4	1.8	-1.9	-3.6	-2.4	-0.2	-3.6	0.0	0.8
22	NS(=O)(=O)c1ccc(F)c(C(=O)O)c1	-6.4	14.5	2.1	-7.4	-1.2	0.1	6.2	-9.2	3.3	-16.1
23	COc1ccc([N+](=O)[O-])cc1NC(=O)C(C)Sc1ccc(C)cc1 (stereo not given)	5.2	0.2	-23.6	-1.8	-5.0	-2.1	-3.4	-6.8	2.1	-9.3
24	COc1ccc(NC(=S)Nc2ccc3nc(C)c(C)nc3c2)cc1	-9.0	-0.5	9.8	0.3	-3.5	1.2	0.9	-0.4	-2.8	4.1
25	Cc1ccc(S(=O)(=O)N2CCC(C(=O)N3CCC(C(=O)NCC4CCCO4)CC3)CC2)cc1 (stereo not given)	-0.6	-2.5	-2.5	2.1	-1.4	-1.1	-0.3	-3.8	1.1	-2.1
26	Cc1ccc(S(=O)(=O)N2CCN(C(=O)Cn3nc(C)c([N+](=O)[O-])c3C)CC2)c(C)c1	0.3	3.8	0.4	-7.4	-6.5	-0.9	6.3	-17.5	-10.2	-1.6
27	O=C(C[C@H]1C[C@@H]2c3cc(NC(=O)c4ccc5c(c4)OCO5)ccc3O[C@@H]2[C@H](CO)O1)NCc1cc(F)ccc1F	1.9	-4.3	2.3	12.1	-0.9	-1.7	-0.4	2.9	4.4	-2.7
28	O=C(COC(=O)c1ccc(-c2ccccc2)cc1)Nc1ccccc1-c1ccccc1	1.9	0.7	-3.0	-19.2	-0.2	-3.1	1.4	5.5	0.8	3.6
29	O=C1/C(=C/c2cccs2)SC(=S)N1NS(=O)(=O)c1ccccc1	-4.8	4.2	-14.4	-8.0	-6.4	-0.3	10.4	-25.6	4.0	-8.5
30	CC(C)C(=O)Nc1cccc(C(=O)Nc2ccc3c(c2)OCO3)c1	-3.5	1.4	-1.9	-2.1	-0.7	0.9	1.5	-1.3	-1.7	2.6
31	CCN(CC)S(=O)(=O)c1ccc(N2CCOCC2)c(NC(=S)NC(=O)c2ccco2)c1	5.0	0.1	-3.2	-2.5	-8.8	-2.0	8.3	-8.3	5.7	16.7
32	O=C1CC(c2ccccc2)SC(N(c2ccccc2)c2ccccc2)=N1 (stereo not given)	1.4	-0.8	-4.7	4.8	2.9	-2.3	2.1	-0.8	3.5	6.1
33	CC1CN(CCCCN2C(=O)c3ccccc3C2=O)CC(C)O1 (stereo not given)	4.3	-1.1	8.2	2.9	0.8	-1.8	-0.6	-4.2	-7.4	5.4
34	COc1ccc(C(C[N+](=O)[O-])c2c(C)cc3ccccn23)cc1 (stereo not given)	-0.5	1.8	16.0	16.3	-1.3	0.0	1.1	-10.2	1.8	16.1
35	Oc1ccc2ccc3[nH]cnc3c2c1	7.3	2.0	5.1	4.0	4.5	-2.1	0.8	-4.2	-0.8	17.1
36	COC(=O)c1ccc(/C=N/NC(=O)CC(=O)NCc2cccnc2)cc1	-1.9	-0.4	·	-1.3	11.0	-0.4	0.1	5.2	-0.1	0.3
37	O=C(c1cccnc1)N1N=C2CCCCCC2C1(O)C(F)(F)F (stereo not given)	0.2	-0.6	11.5	-8.6	-2.2	-1.4	-1.1	3.1	2.1	0.2
38	Cc1oc(-c2cccs2)cc1C(=O)N1CCC(C)(C(=O)NS(=O)(=O)C2CC2)C1 (stereo not given)	-1.5	5.2	·	-9.3	1.4	1.5	10.9	-4.5	0.7	-2.8
39	CCOc1ccc(NC2OCC(O)C(O)C2O)c([N+](=O)[O-])c1 (stereo not given)	-9.3	-10.8	0.3	-2.5	-0.3	1.4	4.5	-8.1	0.3	-2.9
40	Cc1cnc(C(=O)OCC(=O)c2ccc(-c3ccccc3)cc2)cn1	2.8	-0.7	-3.7	2.2	-5.0	5.0	1.4	12.5	2.6	1.0
41	CC(C)[C@H](NC(=O)NCc1ccco1)C(=O)O	4.1	0.1	7.3	3.1	-3.6	0.6	1.8	3.2	-1.6	-1.7
42	CC(=O)OCC1=C(C(=O)O)N2C(=O)[C@@H](NC(=O)Cc3cccs3)[C@H]2SC1	7.8	12.8	-4.6	-0.6	-4.5	-2.2	11.0	4.8	10.8	8.4
43	Cn1c(N)c(C(=O)CSc2nnc(-c3cccs3)n2C2CC2)c(=O)[nH]c1=O	0.6	0.0	-2.5	-6.8	-8.9	-2.5	-5.1	9.2	1.8	-3.3
44	Cc1cc(NC(=O)COC(=O)[C@H](Cc2c[nH]c3ccccc23)NC(=O)c2ccc(F)cc2)no1	8.4	-1.7	-15.4	3.2	-3.4	-0.7	0.7	4.8	-0.9	-1.0
45	CCn1c2ccccc2c2cc(NC(=O)COC(=O)c3cc(F)cc(F)c3)ccc21	·	-2.5	·	0.0	9.5	·	-1.4	-4.1	-0.9	1.9
46	COc1ccc(OC(C)C(=O)N2CCOCC2)cc1 (stereo not given)	-0.1	1.2	-3.5	10.7	3.0	-2.9	-0.5	-4.2	6.5	-7.3
47	c1ccc2c3c(c(CN4CCCC4)cc2c1)COC3	-4.5	-0.2	-9.8	5.7	2.6	0.4	-2.6	-2.2	2.4	-8.5
48	COc1cccc2cc(C(=O)N3CCCCC3C)c(=O)oc12 (stereo not given)	-6.1	5.6	0.7	-3.4	5.6	0.1	2.2	10.7	5.5	1.5
49	COC(=O)c1sc(NC(=S)NC(=O)c2ccccc2)nc1C	0.4	2.2	2.7	1.2	2.4	-0.5	1.9	3.2	-0.9	-1.4
50	CN(C(=O)c1ccco1)c1ccccc1C(=O)O	-1.3	-0.5	1.0	1.4	-1.4	-2.2	-4.0	-2.5	7.9	1.2
51	CCN(CC)CCNC(=O)CCCCCn1c(=O)[nH]c2cc(C(=O)OC)ccc2c1=O	6.7	0.4	-0.8	0.7	1.3	-1.4	0.8	-0.5	1.2	0.5
52	COc1ccc(OC)c(C2CC(=O)N3CN(c4ccccc4)CSC3=C2C#N)c1 (stereo not given)	-8.6	-2.2	-2.0	7.0	3.4	-0.7	6.5	-2.2	-0.8	0.3

Entries from the list above with an aryl thioether with sulfur outside any ring:
#	Molecule	TCR-CD3 inh	UHRF1 binding	HTRA1 inh	SIAE primary	DDE Tn7 FP inh	PG9 Ab binder	PRMT1 inh	TDP2 inh	LEDGF integ inh	ABHD4 inh
23	COc1ccc([N+](=O)[O-])cc1NC(=O)C(C)Sc1ccc(C)cc1 (stereo not given)	5.2	0.2	-23.6	-1.8	-5.0	-2.1	-3.4	-6.8	2.1	-9.3
43	Cn1c(N)c(C(=O)CSc2nnc(-c3cccs3)n2C2CC2)c(=O)[nH]c1=O	0.6	0.0	-2.5	-6.8	-8.9	-2.5	-5.1	9.2	1.8	-3.3
